Compound activity: PubChem BioAssay, Broad Institute
E-selectin induc – E-selectin induction in HUVECs, primary screen, imaging, HUVEC, immunofluorescence imaging, single point | P16581 | normalized: neutral wells 0, TNF-alpha wells 100 | activation, % at 7.58 µM | 260,000 compounds, 0.37% hits;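 active = mean E-selectin-positive cell signal at least 10% of the positive control, reached in at least 60% of replicates, without over 20% cell loss; inconclusive = no rule given, readout overlaps actives, possibly toxicity-flagged; inactive = the rest, including those meeting only one limit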;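 also: in these data hits start at about 27%; measured in HUVEC primary endothelial cells; signal is the percent of cells scored E-selectin positive by PE staining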
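Test system: HUVEC | Signal: Immunofluorescence imaging | Read-out: Percent E-selectin-positive cells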
RAD52 inh – RAD52 DNA annealing inhibitors, primary screen, biochemical, FRET, single point, set 2 | DNA repair protein RAD52 homolog (Homo sapiens), P43351 | recombinant RAD52 DNA annealing, FRET fluorescence | 360,000 compounds, 0.46% hits | inhibition, % at 18.7 µM;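 active = every replicate showing at least 50% inhibition; inconclusive = mean inhibition at least 50% but not in every replicate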
S100A4 MyoIIA – inhibitors of S100A4-myosin IIA peptide binding, primary screen, biochemical, fluorescence polarization, TAMRA-MyoIIA peptide; Protein S100-A4 (Homo sapiens), P26447; inhibition, % at 10.7 µM; 360,000 compounds, 0.14% hits; AID 652163, 2013;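 active = mean inhibition of at least 70% across replicates, with every replicate also reaching that level; inconclusive = mean inhibition reaches 70% but some replicates fall short; inactive = mean inhibition below 70%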
Target sequence (P26447 whole entry, looked up): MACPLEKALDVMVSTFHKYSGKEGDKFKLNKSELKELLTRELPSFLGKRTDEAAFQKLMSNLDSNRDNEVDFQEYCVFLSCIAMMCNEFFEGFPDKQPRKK
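Test system – S100A4 monomer (human) · Compound – single-point compound testing · Schedule – 5 min incubation before reading · Probe or stimulus – TAMRA-labelled myosin IIA heavy-chain peptide probe, 5 nM · Benchmarks – neutral control DMSO, positive control TFP · Medium – Calcium-containing HEPES buffer, pH 7.2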
ERp5 inh – inhibitors of ERp5-driven insulin aggregation, primary screen, biochemical, turbidity, absorbance 650 nm, single point; 350,000 compounds, 0.05% hits; 90 min; inhibition, % at 9.99 µM; Protein disulfide-isomerase A6 (Homo sapiens), Q15084;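 active = mean replicate inhibition above about 25%, with every replicate also reaching it, limit read from the data, passing the limit was not always enough; inconclusive = only one of those two criteria met; inactive = neither criterion met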
ERAP1 HTS inh – human ERAP1 aminopeptidase inhibitors, primary screen, biochemical, single point, plate reader; Endoplasmic reticulum aminopeptidase 1 (Homo sapiens), Q9NZ08; recombinant ERAP1, Leu-AMC fluorescence, 60 min; inhibition, % at 10.7 µM; 340,000 compounds, 0.15% hits;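 active = mean replicate inhibition of at least 30%, or all replicates individually reaching that 30% level; inactive = mean below 30% and not every replicate reaching it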;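 also: 0% = neutral control wells and 100% = L-leucinethiol positive control wells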
XiGFP reactiv – activators of inactive X chromosome reactivation, primary screen, imaging, XiGFP fibroblasts, GFP high-content imaging, set 2; 360,000 compounds, 0.055% hits; activation, % at 7.58 µM; XiGFP mouse fibroblasts, % GFP-positive cells imaging, 3 d; cells co-treated with 5-aza-dC sensitizer; scaled so ellipticine positive control = 100%; AID 743238, 2013;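 active = mean normalized replicate activation at least 10% and every replicate at or above 10%; inconclusive = only one of the two criteria met; inactive = mean below 10% and not all replicates reach 10%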;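 also: 0% = median of on-plate neutral control wells and 100% = ellipticine 6 µM median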
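System: 68-5-11 XiGFP fibroblast line; Timing: 3 days compound exposure; Compound dosing: one concentration, pinned; Benchmarks: positive control ellipticine, 6 µM final; Buffer or medium: DMEM containing 5-aza-dC.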
esBAF inh – Bmi1 luciferase reporter increase in mESCs, primary screen, esBAF inhibitor project, mouse ES cells, Bmi1 luciferase knock-in, single point. 350,000 compounds, 2% hits. 24 h; 100% = twice the neutral-well signal. reporter increase, % at 12.5 µM; in the data active = activation above about 40%; inconclusive = no clear call, values can overlap the other calls;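 also: 0% = median of the plate's neutral control wells and 100% = double that signal; a rise in the Bmi1 reporter signal indicates esBAF inhibition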
RAD54 inh – inhibitors of human RAD54 branch migration, primary screen, biochemical, fluorescence, single point; 360,000 compounds, 0.14% hits; DNA repair and recombination protein RAD54-like (Homo sapiens), Q92698; inhibition, % at 10.4 µM; RAD54 Holliday junction branch migration, FAM/BHQ fluorescence;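 active = mean normalized replicate activity at least 40 and at least half of replicates scoring 40 or more; inconclusive = only one of the two criteria met; inactive = mean below 40 and under half of replicates reaching 40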;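 also: 0% = median of neutral control wells and 100% = median of positive control wells; inhibitors cause a drop in the FAM fluorescence signal; in these data hits start at about 50%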
Target sequence (Q92698 whole entry, looked up): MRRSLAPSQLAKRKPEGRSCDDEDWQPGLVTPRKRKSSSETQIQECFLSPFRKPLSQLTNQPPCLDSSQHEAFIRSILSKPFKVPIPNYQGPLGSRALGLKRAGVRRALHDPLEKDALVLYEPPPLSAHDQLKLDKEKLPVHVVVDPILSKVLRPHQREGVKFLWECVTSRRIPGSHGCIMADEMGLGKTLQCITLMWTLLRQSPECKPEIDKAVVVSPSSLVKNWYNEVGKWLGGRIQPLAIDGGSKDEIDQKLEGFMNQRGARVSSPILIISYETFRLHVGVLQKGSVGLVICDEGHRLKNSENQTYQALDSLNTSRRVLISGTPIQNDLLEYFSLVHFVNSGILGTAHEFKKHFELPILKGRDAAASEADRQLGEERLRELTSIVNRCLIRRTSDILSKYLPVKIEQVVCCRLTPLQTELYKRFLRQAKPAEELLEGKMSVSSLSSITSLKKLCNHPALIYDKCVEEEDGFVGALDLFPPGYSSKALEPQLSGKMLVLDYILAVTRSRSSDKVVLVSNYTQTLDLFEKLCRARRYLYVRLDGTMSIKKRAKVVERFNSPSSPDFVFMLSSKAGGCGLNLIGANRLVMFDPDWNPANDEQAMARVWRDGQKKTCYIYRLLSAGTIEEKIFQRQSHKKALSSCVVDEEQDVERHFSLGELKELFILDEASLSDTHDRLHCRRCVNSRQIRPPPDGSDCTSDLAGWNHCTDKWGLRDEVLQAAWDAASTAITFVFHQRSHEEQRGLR
Active calls of the source: *; u = inconclusive; x = no result given.

1: Cc1ccc(S(=O)(=O)N(Cc2cccc(Cl)c2)C(=O)N2CCN(C)CC2)cc1
2: N#Cc1sc2nc(-c3cccs3)cc(-c3ccccc3)c2c1N
3: COCCCNCCCCOc1ccc(OCc2ccccc2)cc1
4: Nc1nonc1-n1nnc(C(=O)N/N=C/c2cccc(Cl)c2)c1CN1CCCCCC1
5: COC(=O)COc1ccc2cc(-c3ccc(OC)cc3)c(=O)oc2c1
Compound	1	2	3	4	5
E-selectin induc	x	x	0.1	0.1	x
RAD52 inh	-13	-71	2	1	9
S100A4 MyoIIA	-11	4	0	1	1
ERp5 inh	-3	u	1	0	-4
ERAP1 HTS inh	-2	-1	-11	-1	2
XiGFP reactiv	0.3	x	0.1	0.0	0.1
esBAF inh	6	-7	x	2	-4
RAD54 inh	0	9	x	-10	0

6: CCOc1ccc(C(=O)Nc2cc(Cl)ccc2-n2cncn2)cc1OC
7: C[C@@H]1CN([C@@H](C)CO)C(=O)Cc2cc(NS(C)(=O)=O)ccc2O[C@H]1CN(C)C
8: Cc1noc(C)c1S(=O)(=O)Nc1ccc2c(c1)C(=O)N([C@H](C)CO)C[C@H](C)[C@@H](CN(C)C(=O)CCCN(C)C)OCCCC[C@H](C)O2
9: CSCCC(NS(=O)(=O)c1ccc2c(c1)OCCO2)C(=O)N(C)Cc1ccc(C)cc1 (stereo unspecified)
10: COc1ccc(NC(=O)CN2C(=O)NC(C)(Cc3ccc(OC)c(OC)c3)C2=O)cc1 (stereo unspecified)
Compound	6	7	8	9	10
E-selectin induc	x	0.0	-0.2	-0.2	-1.0
RAD52 inh	1	2	x	-13	1
S100A4 MyoIIA	0	0	x	-4	-1
ERp5 inh	-4	0	x	6	4
ERAP1 HTS inh	10	0	x	1	-2
XiGFP reactiv	0.0	-1.0	-0.1	0.0	-0.1
esBAF inh	0	-4	-5	-1	-1
RAD54 inh	x	11	3	3	-5

11: CC(=O)Nc1ccc(CNc2nc(NC(C)C)nc3ccsc23)cc1
12: CCCOC(=O)C1NC(=O)N2C(C(=O)OCCC)C(C)(C)S[C@H]12 (stereo partly specified)
13: COc1ccc(C(=O)Nc2ccc(NS(=O)(=O)c3ccccc3)cc2)cc1OC
14: CCN(CC(=O)NCc1cccs1)C(=O)COc1cccc(C(F)(F)F)c1
15: Cc1ccc(C)c2[nH]c(=O)c(CCNC(=O)Cc3cccs3)cc12
Compound	11	12	13	14	15
E-selectin induc	0.2	1.3	x	x	-0.3
RAD52 inh	-6	-5	-29	-11	-2
S100A4 MyoIIA	4	-4	-1	-1	-4
ERp5 inh	-9	-1	-3	3	6
ERAP1 HTS inh	-8	x	5	-2	1
XiGFP reactiv	0.2	-0.4	-0.1	0.0	0.4
esBAF inh	8	-1	x	-1	0
RAD54 inh	4	1	3	5	10

16: O=[N+]([O-])c1nc2ccccc2[nH]1
17: O=C(Cc1ccccc1)N1CC[C@@H]2[C@H](CO)Nc3ccc(-c4cccc(F)c4)cc3[C@@H]21
18: Cc1noc(C)c1NC(=O)N[C@H]1CC[C@@H](CC(=O)NCc2ccc(Cl)c(Cl)c2)O[C@H]1CO
19: CCCCNC(=O)c1cc(C)nn1-c1ccccc1
20: CCOP(=O)(OCC)C(Nc1ccc([N+](=O)[O-])cc1)c1ccc(Cl)cc1 (stereo unspecified)
Compound	16	17	18	19	20
E-selectin induc	0.2	0.1	-0.2	-0.2	0.9
RAD52 inh	-3	-105	-8	0	-10
S100A4 MyoIIA	-2	-49	9	-3	3
ERp5 inh	5	-3	5	0	-2
ERAP1 HTS inh	-2	-2	2	x	0
XiGFP reactiv	0.4	0.0	0.0	x	0.5
esBAF inh	6	-3	-1	3	-11
RAD54 inh	10	3	-1	0	-3

21: CC1CN(C(=O)c2cccs2)CC(C)O1 (stereo unspecified)
22: Cc1nn(-c2ccccc2)c(Cl)c1/C=N/NC(=O)OC(C)(C)C
23: CC1CC1C(=O)OCC(=O)NNC(=O)c1ccc([N+](=O)[O-])cc1 (stereo unspecified)
24: Cc1noc(C)c1NC(=O)Nc1ccc2c(c1)C(=O)N([C@H](C)CO)C[C@@H](C)[C@@H](CN(C)Cc1ccncc1)OCCCC[C@@H](C)O2
25: COc1cc(CC(NC(C)=O)C(=O)NC2CCN(C(=O)C3CC3)CC2)cc(OC)c1 (stereo unspecified)
Compound	21	22	23	24	25
E-selectin induc	0.4	x	x	0.0	2.3
RAD52 inh	4	-10	-13	7	-11
S100A4 MyoIIA	2	0	1	12	4
ERp5 inh	10	4	-5	1	1
ERAP1 HTS inh	4	5	-1	0	0
XiGFP reactiv	0.1	0.1	0.2	0.0	0.3
esBAF inh	x	x	-3	3	x
RAD54 inh	x	-7	-11	1	x

26: Cc1cc(S(=O)(=O)N2CCc3ccccc3C2)ccc1F
27: CC(C)[C@H]1CN=C2N(C[C@H](C)NC(=O)CCC3CCCCC3)[C@H](Cc3ccc(O)cc3)CN21
28: CCOC(=O)c1sc(NC(=O)Cc2c(F)cccc2Cl)nc1C
29: C/C=C/c1ccc([C@H]2[C@@H](CO)N(C(=O)CN(C)C)C23CN(C(=O)C2CCCC2)C3)cc1
30: Cc1nc2ccccc2c2oc(C(=O)N3CC(C)CC(C)C3)cc12 (stereo unspecified)
Compound	26	27	28	29	30
E-selectin induc	x	x	x	0.0	x
RAD52 inh	-1	4	-13	21	1
S100A4 MyoIIA	-2	1	1	-5	0
ERp5 inh	1	-6	0	-4	-2
ERAP1 HTS inh	1	0	10	0	1
XiGFP reactiv	0.0	0.0	0.3	0.2	0.0
esBAF inh	-7	-10	x	x	-2
RAD54 inh	-9	10	x	x	-7

From no. 25 up to 27, as listed above:
25: COc1cc(CC(NC(C)=O)C(=O)NC2CCN(C(=O)C3CC3)CC2)cc(OC)c1 (stereo unspecified)
26: Cc1cc(S(=O)(=O)N2CCc3ccccc3C2)ccc1F
27: CC(C)[C@H]1CN=C2N(C[C@H](C)NC(=O)CCC3CCCCC3)[C@H](Cc3ccc(O)cc3)CN21
Compound	25	26	27
E-selectin induc	2.3	x	x
RAD52 inh	-11	-1	4
S100A4 MyoIIA	4	-2	1
ERp5 inh	1	1	-6
ERAP1 HTS inh	0	1	0
XiGFP reactiv	0.3	0.0	0.0
esBAF inh	x	-7	-10
RAD54 inh	x	-9	10

(cont.)
31: CCOc1ccc(NC(=O)N2CCC(n3nnc4ccccc43)CC2)cc1
32: COc1cccc2c1Oc1ncccc1N(C(=O)CCC(=O)NCc1ccccc1)C2
33: COCC#Cc1cnc2c(c1)C(=O)N([C@@H](C)CO)C[C@H](C)[C@H](CN(C)S(=O)(=O)c1cn(C)cn1)O2
34: Cc1ccc(C(C)NC(=O)c2cccnc2)cc1 (stereo unspecified)
35: CN(C(=O)CSc1nc(O)cc(=O)n1C1CCCC1)c1ccccc1
Compound	31	32	33	34	35
E-selectin induc	x	-0.4	-0.1	2.9	-2.6
RAD52 inh	-3	-27	-4	-9	-13
S100A4 MyoIIA	-3	1	9	-3	-6
ERp5 inh	-2	0	1	1	-6
ERAP1 HTS inh	-3	1	-2	2	-2
XiGFP reactiv	0.2	0.1	3.4	0.1	0.0
esBAF inh	-4	-6	-5	2	4
RAD54 inh	x	-8	3	1	1

36: COc1cc(NC(=O)N2c3ccccc3Sc3ccccc32)c(C(=O)O)cc1OC
37: CC(c1ccc2ccccc2c1)c1ccccc1C(=O)O (stereo unspecified)
38: Cc1ccc(S(=O)(=O)NCC(=O)N(CC2CCCO2)C(C(=O)NC2CCCCC2)C(C)C)cc1 (stereo unspecified)
39: C[C@@H]1CCCCO[C@@H](CN(C)C(=O)Nc2ccc(C(F)(F)F)cc2)[C@H](C)CN([C@@H](C)CO)C(=O)c2cc(NC(=O)NC3CCCCC3)ccc2O1
40: Nc1nc(NCc2ccco2)nc(N2CCCC2)c1[N+](=O)[O-]
Compound	36	37	38	39	40
E-selectin induc	x	0.2	x	x	18
RAD52 inh	-44	-1	-13	-56	10
S100A4 MyoIIA	-25	33	-2	0	-2
ERp5 inh	0	-4	7	1	1
ERAP1 HTS inh	2	-3	1	0	0
XiGFP reactiv	0.1	-0.1	0.0	-0.1	0.1
esBAF inh	-3	4	10	-1	x
RAD54 inh	-20	5	-10	1	x

41: O=C(NC1CCCN(c2ccc(C(F)(F)F)cn2)C1)c1ccnc(Cl)c1 (stereo unspecified)
42: CCC(C)(O)c1[nH]c2ccc(C(=O)OC)cc2c1C (stereo unspecified)
43: Cc1cc2c(cc1C)N(C(=O)CSc1nncn1C)C(C)(C)c1ssc(=S)c1-2
44: Cc1ccc(S(=O)(=O)N2CCN(C(=O)c3ccc([N+](=O)[O-])cc3)C2)cc1
45: C[C@H]1CN([C@@H](C)CO)C(=O)c2cc(-c3ccccc3)cnc2O[C@@H]1CN(C)C(=O)Cc1ccccn1
Compound	41	42	43	44	45
E-selectin induc	0.0	0.1	x	-0.1	-0.1
RAD52 inh	-13	-15	6	-6	-4
S100A4 MyoIIA	-4	-2	-3	-8	-3
ERp5 inh	-7	-4	-2	2	-1
ERAP1 HTS inh	0	7	4	0	-4
XiGFP reactiv	-0.1	0.0	x	0.4	-0.1
esBAF inh	-3	38	-4	x	1
RAD54 inh	9	5	0	x	-12

46: COc1ccc(NC(=O)C(=O)NCC(=O)Nc2cccc(C(F)(F)F)c2)cc1
47: COc1cc2nc(CN3CCN(S(=O)(=O)c4ccccc4[N+](=O)[O-])CC3)[nH]c(=O)c2cc1OC
48: COc1ccc(S(=O)(=O)Nc2ccc3c(c2)C(=O)N([C@@H](C)CO)C[C@H](C)[C@H](CN(C)CC2CCCCC2)OCCCC[C@@H](C)O3)cc1
49: Cc1cc(-c2ccc(S(=O)(=O)N(C)Cc3ccccc3)cc2)on1
50: CCC(CO)NCc1sccc1C (stereo unspecified)
Compound	46	47	48	49	50
E-selectin induc	5.7	x	-0.1	x	x
RAD52 inh	-26	-2	x	-16	-1
S100A4 MyoIIA	-8	-3	x	3	2
ERp5 inh	-2	3	x	5	2
ERAP1 HTS inh	-1	-13	x	1	1
XiGFP reactiv	0.1	0.1	0.3	0.0	0.0
esBAF inh	1	-15	-2	-9	x
RAD54 inh	-6	-8	-6	-6	x
